ALDH1A1 inh: qHTS Assay for Inhibitors of Aldehyde Dehydrogenase 1 (ALDH1A1); Potency, µM (highest dose often 75.3 µM), without a hit: top-dose activity, negative = inhibition, usual class: inhibitors; 220,000 tested, 7.3% active; Purified ALDH1A1, NADH fluorescence, propionaldehyde substrate; AID 1030, 2008; Aldehyde dehydrogenase 1A1 (Homo sapiens), P00352; active means well fitted inhibition curve with a large enough effect, not every such curve was filed as active; inconclusive means small, poorly fitted or top-dose-only effect, or another doubt; inactive means no such curve, though single readings can be large or run the other way;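 further: plate controls were no enzyme wells and a reference inhibitor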
Target sequence (P00352 whole entry, looked up): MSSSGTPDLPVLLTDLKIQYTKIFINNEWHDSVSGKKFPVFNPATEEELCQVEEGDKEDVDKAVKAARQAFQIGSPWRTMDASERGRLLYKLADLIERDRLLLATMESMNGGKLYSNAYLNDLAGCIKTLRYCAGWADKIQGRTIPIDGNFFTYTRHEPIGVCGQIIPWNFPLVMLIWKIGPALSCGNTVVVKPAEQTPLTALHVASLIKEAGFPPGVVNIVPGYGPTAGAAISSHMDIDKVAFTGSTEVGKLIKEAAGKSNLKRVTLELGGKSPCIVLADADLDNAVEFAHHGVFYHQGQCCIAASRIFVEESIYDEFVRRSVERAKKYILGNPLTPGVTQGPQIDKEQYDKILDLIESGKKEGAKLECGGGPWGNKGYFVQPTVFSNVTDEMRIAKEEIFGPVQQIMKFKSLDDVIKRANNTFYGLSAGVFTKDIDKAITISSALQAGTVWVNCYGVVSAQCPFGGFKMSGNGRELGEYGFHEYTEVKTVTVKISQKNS
aGal spleen mod: qHTS Assay for Inhibitors and Activators of Human alpha-Galactosidase From Spleen Homogenate. Potency, µM (doses to about 80 µM), without a hit: at the top dose activity change, negative = inhibition, most hits filed as inhibitors. 240,000 tested, 0.008% active. human spleen homogenate, 4MU-alpha-Gal fluorescence, 40 min;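 further: 0% = enzyme with vehicle and -100% = no enzyme basal signal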
Target sequence (P06280 32-429 limits assumed): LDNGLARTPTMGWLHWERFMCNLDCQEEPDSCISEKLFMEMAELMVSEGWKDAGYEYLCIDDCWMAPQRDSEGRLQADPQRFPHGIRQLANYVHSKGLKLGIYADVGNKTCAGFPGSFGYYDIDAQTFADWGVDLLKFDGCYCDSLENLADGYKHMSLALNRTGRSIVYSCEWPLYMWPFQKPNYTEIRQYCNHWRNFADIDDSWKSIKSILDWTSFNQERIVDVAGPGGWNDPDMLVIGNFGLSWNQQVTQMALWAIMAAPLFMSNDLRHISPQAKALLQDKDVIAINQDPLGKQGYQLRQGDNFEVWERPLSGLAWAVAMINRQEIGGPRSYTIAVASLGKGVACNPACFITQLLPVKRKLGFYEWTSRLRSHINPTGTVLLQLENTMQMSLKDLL
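Inhibition or activation of alpha-galactosidase in human spleen homogenate is scored by 4-MU fluorescence after 40 min at 37C, pH 5.0, with 1 mM substrate. AC50s come from concentration-response fitted to the Hill equation.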
Tau fluor counter: Counterscreen qHTS for Inhibitors of Tau Fibril Formation, Fluorescence Polarization | tau K18 P301L (four-repeat tau fragment) Alexa594 fluorescence, heparin fibrillization | Potency, µM (top dose mostly 57.7 µM), inactives show at the top dose activity change, negative = decrease | 280,000 tested, 0.93% active; further: on the % scale 0 is the no-effect control and ±100 the full control effect; nearly all actives have a fitted effect of over 55% in size
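Human K18 P301L tau (15 uM unlabeled plus 0.24 uM Alexa 594-labeled, final) in 100 mM sodium acetate pH 7 was mixed with compound and 20 uM heparin and incubated 6 hr at 37 C.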
Epigenetic reg: Quantitative High-Throughput Screen for Regulators of Epigenetic Control; murine LDR cells, GFP reporter derepression, 30 h; Potency, µM (top dose mostly 53.9 µM), for inactives: at the top dose GFP activation, actives largely listed as activators; 280,000 tested, 0.2% active; AID 1865, 2009; further: % of control where 0% means no effect; nearly all actives have a fitted effect of over 60% in size
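Derepression of a silenced CMV-GFP reporter in murine LDR cells is scored by enumerating GFP-positive cells with a laser-scanning microplate cytometer after 30 hours of treatment at 37 C.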
NPSR antagonist: qHTS Assay for Antagonists of the Neuropeptide S Receptor: cAMP Signal Transduction; Q6W5P4; CHO-NPSR cells, cAMP TR-FRET, antagonist mode; Potency, µM (top dose mostly 38.3 µM), without a hit: at the highest dose activity change, negative = inhibition, hits mostly inhibitors; 220,000 tested, 1% active; AID 1461, 2008; further: on the % scale 0 is the no-effect control and ±100 the full control effect; nearly all actives have a fitted effect of over 50% in size; many of its hits are not listed in these tables
aGlu spleen mod: qHTS Assay for Inhibitors and Activators of Human alpha-Glucosidase From Spleen Homogenate; Potency, µM (doses to about 79.9 µM), inactives show at the top dose activity change, negative = inhibition, usual class: inhibitors; 240,000 tested, 0.006% active; Lysosomal alpha-glucosidase (Homo sapiens), P10253; human spleen homogenate, 4-MU-alpha-glucoside fluorescence;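 further: 0% = enzyme with vehicle and -100% = no enzyme basal signal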
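Human spleen homogenate (1 ug) incubated with compounds and 1 mM 4-methylumbelliferyl-alpha-D-glucopyranoside in pH 5.0 citrate/phosphate buffer, 37 C, 40 min. Stopped at pH 10; 4-MU fluorescence (Ex 365/Em 440 nm); AC50 by Hill fit.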
GAA inhib: qHTS Assay for Inhibitors of Human alpha-Glucosidase as a Potential Chaperone Treatment of Pompe Disease; 200,000 tested, 0.005% active; Potency, µM (doses to about 76.9 µM), for inactives: top-dose activity change, negative = inhibition, hits mostly inhibitors; AID 1466, 2008; purified human GAA, 4-MU-alpha-glucoside fluorescence; Lysosomal alpha-glucosidase (Homo sapiens), P10253;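 further: plate controls were uninhibited enzyme wells for no effect and no-enzyme background for full effect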
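Fluorescence at Ex 365/Em 440 nm from 4-methylumbelliferone reported enzyme activity after 20 min at room temperature. Reactions used 4 nM enzyme and 400 uM substrate at pH 5.0; curves fitted with the Hill equation.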
GAA glycogen: qHTS Assay for Inhibitors and Activators of Human alpha-Glucosidase Cleavage of Glycogen; Lysosomal alpha-glucosidase (Homo sapiens), P10253; recombinant GAA, glycogen substrate, Amplex Red glucose oxidase fluorescence; Potency, µM (doses to about 76.4 µM), for inactives: at the top dose activity change, negative = inhibition, most hits filed as inhibitors; 300,000 tested, 0.38% active;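 further: 0% = full enzyme reaction and -100% = no-enzyme basal signal; the screen sought inhibitors and activators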
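qHTS, 1536-well; enzyme 4 nM final; cpd up to 77 uM; substrate bovine liver glycogen 30 ug; 50 mM citrate/phosphate pH 5.0, 0.01% Tween-20; 37 C, 40 min; Amplex Red detection 45 min RT; Hill fit → AC50.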
Active calls of the source: *; ? = inconclusive; nt = not tested or not shown; [ ] = another dose, or the depositor's remark. Unless noted, the call rests on the fitted dose curve; in most records, active means well fitted curve in the direction sought with a large enough effect; inconclusive means small, poorly fitted or top-dose-only effect, or another doubt; inactive means no such curve, though single readings can be large; an effect the other way counts as inactive or inconclusive. Potency means the concentration at half of the fitted maximal effect. These rows are one share of the data (hit frequency here may not be typical).

SMILES	ALDH1A1 inh	aGal spleen mod	Tau fluor counter	Epigenetic reg	NPSR antagonist	aGlu spleen mod	GAA inhib	GAA glycogen
O=C(NCCO)c1cc2ccccc2c(=O)s1	?	-3%	-9%	-1.1%	-11%[46.1 µM]	-3%	-1%	11%
Cc1ccc(N2CC(C(=O)NCc3ccc4c(c3)OCO4)CC2=O)cc1C (stereo unspecified)	14µM*	1%	3%	3.8%	0%[46.1 µM]	-8%	-6%	-5%
Cc1cc(C)cc(N(C(=O)c2nsc(Cl)c2Cl)C(C(=O)NC2CCCC2)c2ccc(O)cc2)c1 (stereo unspecified)	-13%	-26%	-18%	0.0%	-51%	-14%	?	-9%
CCN(CC(=O)NCc1ccc(Cl)cc1)Cc1cc(=O)n2ccsc2n1	-2%	2%	-6%	2.2%	-9%	-3%	?	-6%
O=C(Nc1ccccc1)C1CC(O)CN1S(=O)(=O)c1ccc([N+](=O)[O-])cc1 (stereo unspecified)	nt	7%	-10%	1.9%	-8%	4%	nt	2%
O=C(Nc1ccc(F)c(Cl)c1)Nc1ccc(Cl)cn1	8%	5%	5%	2.5%	5%	0%	?	17%
O=C(COc1ccc(F)cc1)Nc1ccc(-n2cnnn2)cc1	5%	-13%	-2%	-4.6%	?	-10%	0%	2%
Cc1ccc(NC(=O)NCc2ccc3[nH]c(C)cc3c2)cc1	-7%	0%	?	-4.2%	5%	-14%	0%	-20%
Fc1ccc(NC(=S)N2CCn3cccc3C2c2cccnc2)cc1 (stereo unspecified)	?	0%	-6%	-1.1%	-42%	nt	-7%	-4%
Cc1ccc(NC(=O)CN(C)CC(=O)Nc2ccccc2Oc2ccccc2)cc1	?	7%	-6%	1.4%	-4%	0%	?	1%
COc1ccc(-c2c(C)cc3oc(=O)cc(-c4ccccc4)c3c2C)cc1	?	7%[119 µM]	-16%[81.3 µM]	-1.0%	nt	-11%[119 µM]	nt	nt
CCCCCNc1nc(-c2ccccc2)cs1	?	2%	-27%	-0.2%	-14%[46.1 µM]	-2%	-4%	-18%
COc1ccc(C2CC(C(F)(F)F)n3nc(C(N)=O)c(Cl)c3N2)cc1OC (stereo unspecified)	9%	-2%	-4%	-0.7%	-4%[46.1 µM]	-2%	0%	-1%
COc1ccc(NS(=O)(=O)c2cc(NC(=O)Cn3cnc4c3c(=O)n(C)c(=O)n4C)ccc2C)cc1	-2%	2%	-21%	2.2%	-30%	3%	2%	4%
Cc1c(N=C2NC(=O)/C(=C/c3ccc(O)cc3)S2)c(=O)n(-c2ccccc2)n1C	0%	-11%	-7%	0.0%	-5%	-6%	9%	4%
CC(C)CC(NC(=O)c1ccccc1)C(=O)OCC(=O)Nc1ccc(S(N)(=O)=O)cc1 (stereo unspecified)	6%	0%	-15%	0.0%	-15%	5%	-5%	-10%
CCC1=C2CC[C@H]3C(=O)N(C)C(=O)[C@H]3[C@H]2[C@@]2(C)C(=NCC(=O)OC)OC(=O)N2C1=O	-2%	2%	-5%	-0.2%	nt	-18%	nt	nt
O=C(Cn1[nH]c(=O)c2ccccc2c1=O)Nc1ccc2c(c1)CCC2	0%	22%	-5%	-3.1%	-12%[46.1 µM]	-18%	-18%	6%
Cc1nc(-c2cccs2)sc1C(=O)O	nt	5%	12%	9.8%	-20%	2%	nt	-1%
Cc1c(NC(=S)NC(=O)C(C)(C)C)cccc1[N+](=O)[O-]	?	-1%	-8%	-1.0%	-11%	-2%	5%	-5%
CCN1CCc2c(OCc3ccc(C)cc3)cccc2C1=O	-15%	6%	-3%	-1.2%	-24%	7%	-2%	7%
COC(=O)c1ccc(CN2CCN(C3CCCC3)C(CCO)C2)cc1 (stereo unspecified)	10%	1%	1%	8.2%	-3%	2%	-8%	-15%
CN1C(=O)/C(=C2\SC(N)=NC2=O)c2ccccc21	?	4%	-25%	0.5%	-14%[46.1 µM]	0%	-2%	6%
O=C(c1ccccc1)C(C(=O)N1CCCCC1)n1ccccc1=O (stereo unspecified)	-9%	-4%	12%[2.34 µM]	1.0%	11%	3%	13%	4%
COc1ccc(C(=O)n2c(C)c(CCO)c(=O)n2C)cc1	-1%	8%	-11%	3.9%	7%	nt	-2%	?
Other records follow:
SMILES	ALDH1A1 inh	aGal spleen mod	Tau fluor counter	Epigenetic reg	NPSR antagonist	aGlu spleen mod	GAA inhib	GAA glycogen
Cc1ccc(-n2c(C)nnc2SCC(=O)NNC(=O)c2ccco2)cc1	5%	5%	-6%	1.1%	15%	2%	5%	-2%
CC(C)Oc1ccc2c3c(c(=O)oc2c1)CCC3	?	4%	-2%	0.0%	-11%[46.1 µM]	-8%	-7%	4%
C=CCn1c(SCc2c(C)noc2C)nc2sc(C)c(C)c2c1=O	-5%	9%	-20%	-3.0%	?	-13%	1%	-3%
O=C(O)c1ccccc1NC(=S)NC(=O)c1cccc2ccccc12	?	-1%	-4%	-2.2%	1%	-3%	2%	-20%
Cc1ccc(C(=O)COC(=O)CCC(=O)NC2CCCCC2)cc1[N+](=O)[O-]	-9%	4%	-6%	-2.0%	9%	1%	8%	7%
CC(=O)N/C(=C\c1ccccc1)C(=O)N1CCOCC1	14%	10%	-8%	-3.5%	-11%	1%	12%	-3%
Cc1nn(C)c(=O)n1-c1ccc(OCc2ccccc2)cc1	3%	-7%	-10%	-1.8%	-5%[46.1 µM]	-5%	2%	0%
CCCNC(=O)c1ccccc1NC(=O)c1ccc(CSc2ccccc2)cc1	?	0%	?	-2.2%	?	-4%	-4%	-11%
Cc1cc(=O)nc2c3ccccc3n(C(C)C(=O)Nc3cc(F)ccc3F)n12 (stereo unspecified)	nt	2%	-8%	0.0%	-36%	4%	nt	1%
CC(C)C(NC(=O)OC(C)(C)C)C(=O)NC(CCC(=O)OCc1ccccc1)C(N)=O (stereo unspecified)	-4%	-1%	9%	0.0%	1%	7%	?	-13%
CCc1nnc(NC(=O)Cc2sc(C)nc2-c2ccc(C)cc2)s1	9%	1%	1%	-0.9%	-8%	1%	4%	4%
CC1=CC2=NC(=O)CC(C)(C(=O)N(CC(=O)NC(C)C)C3CCCC3)N2C=C1 (stereo unspecified)	?	-1%	4%	0.0%	10%	1%	10%	11%
CCOc1ccc(NC(=O)CS(=O)(=O)c2cn(CC)c3ccccc23)cc1	0%	9%	-12%	-0.8%	0%[46.1 µM]	-2%	?	6%
Cc1ccc(-n2c(SCC(=O)NCc3ccco3)nnc2-c2cccnc2)cc1	?	-1%	-4%	0.0%	-10%[46.1 µM]	0%	0%	4%
COC(=O)c1ccc(NC(=O)N2CCOCC2)cc1	-8%	-1%	-1%	1.5%	11%[46.1 µM]	-2%	-4%	4%
Nc1sc2c([n+]1CCCS(=O)(=O)[O-])CCCC2	5%	-1%	2%	-1.5%	8%	-14%	1%	13%
O=C(CCn1nc(-c2ccccc2)c2ccccc2c1=O)Nc1cccnc1	21%	-11%	-8%	1.0%	22%	-3%	?	16%
O=C(Nc1cccc2c1N(C(=O)c1ccco1)CCC2)c1ccco1	nt	-6%	1%	-0.9%	20%	-9%	nt	2%
CCN(CC)C(=O)c1c(NC(=O)c2ccccc2)sc(C)c1C	0%	1%	-5%	4.9%	-15%[46.1 µM]	-1%	7%	-15%
CC1CC2C3CCC4=CC(=O)C=C[C@@]4(C)[C@]3(F)C(O)C[C@]2(C)[C@]1(O)C(=O)COP(=O)(O)O (stereo partly specified)	2%	6%	-27%	-1.3%	nt	-5%	nt	nt
O=C(c1cnn2c(C(F)F)cc(-c3ccccc3)nc12)N1CCCc2ccccc21	20µM*	4%	-2%	-0.2%	?	1%	-2%	0%
O=C(Cc1n[nH]c(=O)c2ccccc12)Nc1cccc(S(=O)(=O)N2CCCC2)c1	nt	10%	-10%	8.9%	6%	3%	nt	5%
COc1ccc(/C=N/NC(=O)CCCC(=O)NC2CCCCC2)cc1	-4%	-12%	-7%	-2.3%	-12%[46.1 µM]	-1%	-2%	-1%
CC1(C)N([O-])C2=C(CCCC2)[N+]1=O	2%	6%	-17%	0.0%	6%	2%	9%	-7%
O=C1[C@H]2[C@H]3[C@H](O)[C@H](O)C/C(=N/OCc4ccccc4)[C@@H]3CC[C@@H]2C(=O)N1C1CCCCC1	5%[13.5 µM]	0%[17.5 µM]	-9%[11.6 µM]	0.0%[10.1 µM]	nt	-5%[17.4 µM]	nt	nt
CCN(C(=O)CSc1nnc(-c2c[nH]c3ccccc23)o1)C1CCS(=O)(=O)C1 (stereo unspecified)	4%	4%	-8%	2.4%	8%	5%	11%	-2%
CCOc1ccc(C(=O)NC(=S)NCc2cccnc2)cc1	-6%	-3%	4%	-0.3%	1%	-2%	-5%	-4%
CC12CN(NC(=O)c3ccccc3F)C3(C#N)CC1CCC23C (stereo unspecified)	13%	-1%	-6%	-0.4%	4%	1%	4%	-20%
COc1ccccc1CNC(=O)c1ccc(CS(=O)(=O)c2ccccc2OC)o1	3%	5%	-7%	0.0%	-8%[46.1 µM]	8%	-3%	4%
O=C(CN1C(=O)CCC1=O)Nc1nc(-c2ccc3ccccc3c2)cs1	0%	-7%	7%	-2.1%	10%	-1%	-14%	-6%

Compounds listed so far containing a furan ring, fused or not (four):
SMILES	ALDH1A1 inh	aGal spleen mod	Tau fluor counter	Epigenetic reg	NPSR antagonist	aGlu spleen mod	GAA inhib	GAA glycogen
Cc1ccc(-n2c(C)nnc2SCC(=O)NNC(=O)c2ccco2)cc1	5%	5%	-6%	1.1%	15%	2%	5%	-2%
Cc1ccc(-n2c(SCC(=O)NCc3ccco3)nnc2-c2cccnc2)cc1	?	-1%	-4%	0.0%	-10%[46.1 µM]	0%	0%	4%
O=C(Nc1cccc2c1N(C(=O)c1ccco1)CCC2)c1ccco1	nt	-6%	1%	-0.9%	20%	-9%	nt	2%
COc1ccccc1CNC(=O)c1ccc(CS(=O)(=O)c2ccccc2OC)o1	3%	5%	-7%	0.0%	-8%[46.1 µM]	8%	-3%	4%

Assay outcomes deposited in PubChem by National Center for Advancing Translational Sciences (NCATS).
